ERG Ets-DNA blk: blocks human ERG Ets domain binding to DNA | fluorescence polarization, His-ERG Ets domain / labelled DNA | Potency, µM (series often up to 76.9 µM), without a hit: at the highest dose FP activity, negative = inhibition, usual class: inhibitors | AID 624246 | 370,000 tested, 0.028% active; active = well fitted inhibition curve with a large enough effect in the polarisation, with a control signal flat; inconclusive = small, poorly fitted or top-dose-only effect, or effect the other way, or a change in a side signal; inactive = no such curve, though single readings can be large or run the other way; the % refers to the polarisation;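 note: polarization taken with two DNA probes labelled with fluorescein and Texas red; potency is the fitted concentration of half-maximal effect; % of control where 0% means no effect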
Target sequence (P11308 whole entry, looked up, the tested form may be a part): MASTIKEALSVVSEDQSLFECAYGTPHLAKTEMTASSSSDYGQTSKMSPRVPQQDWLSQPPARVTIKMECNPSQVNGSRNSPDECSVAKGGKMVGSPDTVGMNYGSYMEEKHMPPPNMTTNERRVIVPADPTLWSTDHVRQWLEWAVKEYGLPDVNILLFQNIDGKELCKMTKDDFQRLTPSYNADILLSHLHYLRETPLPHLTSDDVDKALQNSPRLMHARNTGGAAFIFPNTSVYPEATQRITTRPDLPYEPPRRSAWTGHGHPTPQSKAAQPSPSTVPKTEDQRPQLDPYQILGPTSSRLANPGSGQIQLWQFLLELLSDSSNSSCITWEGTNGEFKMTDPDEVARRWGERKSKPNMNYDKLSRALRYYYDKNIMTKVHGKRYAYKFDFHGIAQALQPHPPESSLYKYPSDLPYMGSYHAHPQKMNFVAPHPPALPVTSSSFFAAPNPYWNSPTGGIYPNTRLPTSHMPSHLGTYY
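His-tagged ERG Ets domain (1 uM in the protein solution; 300mM KCl, 50mM Tris-HCl, 1mM EDTA, 1mM DTT, pH 7.5) received compound, then a probe mix of 5 nM fluorescein-DNA and 100nM Texas-615-DNA. Fluorescence polarization was read for both dyes.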
LDHA inh: blocks human lactate dehydrogenase A; P00338; purified LDHA, NADH/diaphorase-resazurin fluorescence; active compounds read low; activity change, % (values are at about 110 or 230 µM); 480,000 tested, 0.15% active; AID 1347041; in the data active = activity change below about -30%; inconclusive = mostly about -25% to -30%;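 note: plate controls were DMSO wells for no effect and wells without enzyme for full effect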
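Resorufin fluorescence (ex540/em590), read at 0 and 20 min after diaphorase/resazurin addition, reports the NADH left after a 5 min room-temperature reaction of 2 nM human LDH5 with 0.06 mM NADH and 0.2 mM pyruvate.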
Vif-APOBEC3G blk: inhibitors of Vif-APOBEC3G interaction | 410,000 tested, 0.076% active | AID 602310 | Q9HC16 | HeLa A3G-eYFP + Vif (tagged APOBEC3G with the HIV-1 protein that degrades it), YFP fluorescence, overnight | Potency, µM (top dose mostly 46.1 µM), for the others: at the top dose activity, negative = active, actives largely listed as inhibitors;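 note: potency is the fitted concentration of half-maximal effect; % is set by controls: 0 for no effect and ±100 for the full control effect; nearly all actives have a fitted effect of over 60% in size; hits raise eYFP signal because A3G escapes Vif-driven loss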
Target sequence (Q9HC16 whole entry, looked up): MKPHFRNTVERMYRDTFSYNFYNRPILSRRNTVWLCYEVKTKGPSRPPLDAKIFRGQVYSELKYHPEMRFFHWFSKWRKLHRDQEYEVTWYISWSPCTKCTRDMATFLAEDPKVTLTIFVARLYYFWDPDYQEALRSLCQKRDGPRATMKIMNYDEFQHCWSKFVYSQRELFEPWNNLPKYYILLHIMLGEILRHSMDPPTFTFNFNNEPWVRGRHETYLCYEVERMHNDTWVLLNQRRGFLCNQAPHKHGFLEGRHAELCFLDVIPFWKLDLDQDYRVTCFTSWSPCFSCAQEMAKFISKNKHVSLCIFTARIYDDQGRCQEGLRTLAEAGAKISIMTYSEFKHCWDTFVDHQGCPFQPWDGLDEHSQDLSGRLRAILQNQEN
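Read-out is eYFP fluorescence (Ex 488/Em 500-530) from Vif-expressing HeLa A3G-eYFP cells; more signal means A3G escaped Vif-mediated degradation. Cells plated overnight, compound pinned in, incubated overnight at 37 deg C.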
RGS4 inhibitor: inhibitors of human regulator of G protein signaling 4. P49798. Transcreener GDP fluorescence polarization, RGS4-accelerated GTP hydrolysis. Potency, µM (highest dose often 114 µM), for the others: top-dose activity change, negative = inhibition, actives largely listed as inhibitors. 390,000 tested, 0.039% active. AID 504845; note: potency is the fitted concentration of half-maximal effect; % is set by controls: 0 for no effect and ±100 for the full control effect; nearly all actives have a fitted effect of over 75% in size; some results filed as inactive show a strong effect at the top dose
Target sequence (P49798 whole entry, looked up): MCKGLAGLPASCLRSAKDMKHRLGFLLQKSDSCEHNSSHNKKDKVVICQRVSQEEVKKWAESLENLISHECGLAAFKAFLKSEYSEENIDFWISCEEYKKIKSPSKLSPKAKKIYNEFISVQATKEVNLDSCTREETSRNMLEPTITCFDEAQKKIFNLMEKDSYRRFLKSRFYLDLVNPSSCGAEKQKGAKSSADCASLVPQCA
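MLSMR compounds (23 nl, pin-transferred) preincubated 10 min at room temperature with a 500nM (2x) first reagent, then RGS4 at 900nM (2x) plus Transcreener GDP mix added; fluorescence polarization (620/688 nm) read before and after 90 min at 30 °C.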
Vif-A3F inh: inhibitors of Vif-A3F interaction. HeLa A3F-eYFP + Vif (tagged APOBEC3F with the HIV-1 protein that degrades it), YFP fluorescence increase. Potency, µM (series often up to 46.1 µM), without a hit: at the highest dose activity, negative = active. 390,000 tested, 0.2% active; note: potency is the fitted concentration of half-maximal effect; % of control where 0% means no effect; nearly all actives have a fitted effect of over 65% in size
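HeLa cells stably expressing A3F-eYFP plus Vif, plated and incubated overnight at 37 deg C, then exposed to compounds overnight at 37 deg C. Blocked degradation read as raised yellow fluorescence (Ex 488/Em 500-530).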
D2 ag: agonists of human D2 dopamine receptor; P14416; activation, % at 2 µM; HEK293 T-REx D2 cells, calcium flux agonist mode; 340,000 tested, 0.53% active; AID 485358;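 active = activation over 3 SD above normal in the single-dose calcium agonist read, cut at about 30% in these data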; note: 0% is about no effect
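Agonism is scored from calcium flux in a force-coupled, inducible HEK293 cell line expressing D2, read kinetically for 180 s after compound addition against dopamine controls.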
ALOX12 inh: blocks human arachidonate 12S-lipoxygenase | Potency, µM (doses to about 108 µM), inactives show top-dose activity change, negative = inhibition, hits mostly inhibitors | AID 1671190 | 580,000 tested, 1.1% active | purified 12hLO, xylenol orange hydroperoxide absorbance; note: potency is the fitted concentration of half-maximal effect; % is set by controls: 0 for no effect and ±100 for the full control effect
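Purified human 12hLO at 150 nM in 25 mM Hepes, 0.01% Triton X-100, pH 7.0, preincubated 15 min at room temperature with compound. Reaction started with 40 uM arachidonic acid, 30 min at room temperature. Hydroperoxide measured by Fe-xylenol orange, 573/405 nm absorbance ratio.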
GRP78 ERSR act: induces the endoplasmic reticulum stress response in human glioma cells; U87-MG GRP78 promoter luciferase reporter, 16 h; Potency, µM, for inactives: top-dose activation, hits mostly activators; 420,000 tested, 0.02% active; AID 602332; note: potency is the fitted concentration of half-maximal effect; series mostly up to about 76 µM; % of control where 0% means no effect; nearly all actives have a fitted effect of over 35% in size
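ERSR induction read as luciferase luminescence (Bright-Glo, 10 min at room temperature) in stably transfected human U87-MG glioma cells exposed to compounds for 16 h, using GRP78 as sensor.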
D2 antag: antagonizes the human D2 dopamine receptor. P14416. inhibition, % at 10 µM. 340,000 tested, 2% active. HEK293 TREx D2 cells, calcium flux, dopamine EC80; in the data active = inhibition above about 30%; note: 0% is about no effect
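Overnight-induced (tetracycline, 30 C) HEK293 T-REx cells carrying force-coupled D2 receive a no-wash calcium dye, then compound, then EC80 dopamine at 180 s; signals are read kinetically throughout.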
Active calls of the source: *; i = inactive; ? = inconclusive; / = not tested or not shown; [ ] = dose if it differs, or a comment. Unless noted, calls come from the whole dose curve; as a rule, active = well fitted curve in the direction sought with a large enough effect; inconclusive = small, poorly fitted or top-dose-only effect, or another doubt; inactive = no such curve, though single readings can be large; an effect the other way counts as inactive or inconclusive. This is a subset; rates above refer to the full screens.

SMILES	ERG Ets-DNA blk	LDHA inh	Vif-APOBEC3G blk	RGS4 inhibitor	Vif-A3F inh	D2 ag	ALOX12 inh	GRP78 ERSR act	D2 antag
Cc1nc(Nc2ccc(S(=O)(=O)N3CCCC3)cc2)c2nnn(Cc3ccccc3)c2n1	-13.6%	-2.8	-5.5%	-0.2%	17.7%	/	-21.0%	-2.7%	/
Cc1cccc(C(=O)Nc2ccc(Oc3cnccn3)cc2)c1	20.8%	-3.1	3.7%	16.4%	0.0%	0.4	0.0%	2.5%	3.2
Cc1ccc(NC(=O)N(C2=NCC(C)S2)c2ccccc2)cc1 (stereo not drawn)	5.5%	-4.5	0.2%	1.3%	-5.2%	/	0.0%	-0.1%	/
O=C(CSc1nc(C2CCCCC2)nc2ccccc12)N1CCCC1	-2.2%	-5.8	-10.2%	-4.6%	-1.3%	0.6	-8.6%	-5.0%	-1.1
CCNc1nc(NCC)nc(OCCOC(C)=O)n1	8.2%	0.2	0.3%	22.3%	0.1%	-0.2	466.5%[activator]	-8.0%	5.7
O=c1c2c(nc3nc(SCc4ccccc4)[nH]n13)CCC2	-9.2%	-6.9	0.3%	-3.8%	0.4%	-1.1	?	-4.9%	1.9
Cc1ccc(-n2nnnc2CCl)cc1	7.5%	-10.6	?	-1.2%	16.3%	0.5	?	-14.6%	-10.2
C/C(=N\Nc1nc2ccccc2[nH]1)c1ccc(N2CCOCC2)cc1	-4.8%	-5.9	4.1%	-33.3%	?	-1.3	-10.7%	7.6%	21.9
CCN(CC)C(CNC(=O)CSc1nnnn1-c1c(C)cccc1C)c1ccco1 (stereo not drawn)	-7.3%	-0.9	1.6%	?	4.3%	-0.4	-10.6%	-2.2%	-16.5
CC(NS(=O)(=O)c1ccc(OCC(=O)N2CCOCC2)cc1)c1ccccc1 (stereo not drawn)	-2.8%	-3.6	0.3%	-2.1%	-5.0%	-0.4	0.0%	2.4%	30.5*
C=CCn1c(C)cc(C2=NNC(=NCc3ccccc3)SC2)c1C	-0.1%	0.4	-29.7%	-19.1%	6.4%	-0.8	7.2%	-1.2%	-8.3
Cc1nn(-c2nc3ccccc3[nH]2)c(N)c1-c1ccc(Cl)cc1	0.0%	-2.1	2.2%	15.0%	-9.8%	1.4	0.0%	9.3%	25.4
CCC1=C(OC(=O)c2ccccc2)C(C)(C)C(c2ccccc2)OC1=O (stereo not drawn)	-13.0%	-1.5	-2.8%	-3.9%	-1.0%	-1.5	0.0%	-4.2%	3.2
COc1cccc(C(NC(C)=O)c2nc(-c3cccc(O)c3)cs2)c1 (stereo not drawn)	/	-10.2	?	/	/	/	-29.0%	-1.5%	/
O=C(Nc1ccc(Cl)cn1)Nc1ccc(Cl)cn1	0.0%	-5.9	0.5%	-7.7%	-7.6%	0.8	-5.0%	-3.6%	-14.6

Three neighbouring records already listed, for reference:
SMILES	ERG Ets-DNA blk	LDHA inh	Vif-APOBEC3G blk	RGS4 inhibitor	Vif-A3F inh	D2 ag	ALOX12 inh	GRP78 ERSR act	D2 antag
CCC1=C(OC(=O)c2ccccc2)C(C)(C)C(c2ccccc2)OC1=O (stereo not drawn)	-13.0%	-1.5	-2.8%	-3.9%	-1.0%	-1.5	0.0%	-4.2%	3.2
COc1cccc(C(NC(C)=O)c2nc(-c3cccc(O)c3)cs2)c1 (stereo not drawn)	/	-10.2	?	/	/	/	-29.0%	-1.5%	/
O=C(Nc1ccc(Cl)cn1)Nc1ccc(Cl)cn1	0.0%	-5.9	0.5%	-7.7%	-7.6%	0.8	-5.0%	-3.6%	-14.6

The listing continues:
SMILES	ERG Ets-DNA blk	LDHA inh	Vif-APOBEC3G blk	RGS4 inhibitor	Vif-A3F inh	D2 ag	ALOX12 inh	GRP78 ERSR act	D2 antag
Cc1c(NC(=O)NC2CCCCC2)cccc1[N+](=O)[O-]	-1.8%	-11.3	1.0%	17.4%[56.9 µM]	4.6%	-0.2	-6.4%	0.3%	5.7
CC(C)CC(NC(=O)CCC(=O)OCC(=O)[C@@]1(O)CCC2[C@@H]3CCC4=CC(=O)C=C[C@]4(C)C3[C@@H](O)C[C@@]21C)C(=O)O (stereo partly drawn)	9.9%	-3.7	-1.2%	-13.2%	0.7%	0.7	0.6%	-5.4%	-3.0
Cc1ccc(S(=O)(=O)N(CCC#N)C2CCCCC2)c2nsnc12	1.3%	-1.0	2.0%	-8.7%	-5.2%	-0.9	?	-7.4%	-8.0
COc1ccc(C(=O)N/C(=C\c2ccc(SC)cc2)C(=O)NCCCn2ccnc2)cc1OC	-1.9%	-1.2	-0.7%	-12.0%	4.1%	/	13.2%	-6.4%	/
CCCS(=O)(=O)N1CCN(Cc2ccc3c(c2)c2ccccc2n3CC)CC1	-5.2%	-13.9	-6.7%	-18.6%	2.2%	0.8	?	-4.1%	-2.0
O=C(NCCN1CCN(S(=O)(=O)c2ccc([N+](=O)[O-])cc2)CC1)C(=O)Nc1ccccc1	0.5%	-1.3	-0.5%	-10.8%	7.5%	7.6	-2.2%	-2.2%	8.1
CCC(C)[C@H](NC(=O)NCCCN1CCOCC1)C(=O)OC (stereo partly drawn)	-1.9%	0.2	-4.1%	-28.7%	-9.3%	0.5	3.5%	-3.4%	2.6
CCn1nc(C)cc1C(=O)Sc1cccc(Br)c1	-1.2%	-4.1	-12.7%	-33.9%	4.7%	0.6	-163.8%	-0.4%	11.7
CCN(CC(=O)Nc1c(F)cccc1F)C(=O)c1cc2ccccc2oc1=O	-17.6%	0.1	-0.4%	-11.0%	2.2%	0.2	0.7%	5.9%	2.6
Cc1sc2nc(CN(C(=O)NCc3ccccc3)C3CCCC3)[nH]c(=O)c2c1C	12.0%	-4.7	-7.7%	22.1%	-9.6%	-1.8	9.8%	-1.2%	-0.1
CCOc1ccc(/C=C2\SC(N3CCc4ccccc4C3)=NC2=O)cc1	5.2%	-0.5	-4.0%	-11.1%	?	-1.6	-21.7%	-0.4%	-13.6
COc1ccc(N2CCN(C(=O)CSc3nnnn3-c3ccc4c(c3)OCCO4)CC2)cc1	/	-0.5	2.9%	-3.7%	-6.0%	/	-8.6%[57.4 µM]	-4.3%	-19.2
Cc1noc(C)c1COc1cccc(C(=O)N2CCN(C/C=C/c3ccccc3)CC2)c1	-3.8%	-6.5	2.1%	-10.6%	-1.0%	14.2	0.0%	1.3%	-11.0
CCCCOc1c(Br)cc(CNCCCN2CCOCC2)cc1OC	2.4%	4.5	-0.1%	-14.3%	-9.5%	0.4	0.0%	-9.7%	-1.9
COc1ccc(S(=O)(=O)Nc2ccc3ccccc3c2)cc1C	3.2%	3.6	-5.3%	-7.9%	-4.2%	/	4.8%	-2.9%	/

Structures listed so far that have a Cl atom (three):
SMILES	ERG Ets-DNA blk	LDHA inh	Vif-APOBEC3G blk	RGS4 inhibitor	Vif-A3F inh	D2 ag	ALOX12 inh	GRP78 ERSR act	D2 antag
Cc1ccc(-n2nnnc2CCl)cc1	7.5%	-10.6	?	-1.2%	16.3%	0.5	?	-14.6%	-10.2
Cc1nn(-c2nc3ccccc3[nH]2)c(N)c1-c1ccc(Cl)cc1	0.0%	-2.1	2.2%	15.0%	-9.8%	1.4	0.0%	9.3%	25.4
O=C(Nc1ccc(Cl)cn1)Nc1ccc(Cl)cn1	0.0%	-5.9	0.5%	-7.7%	-7.6%	0.8	-5.0%	-3.6%	-14.6

Additional results follow.
SMILES	ERG Ets-DNA blk	LDHA inh	Vif-APOBEC3G blk	RGS4 inhibitor	Vif-A3F inh	D2 ag	ALOX12 inh	GRP78 ERSR act	D2 antag
C#CCOCCOCCOCCNc1nc(N2CCN(C(=O)[C@H](C)n3cc(CCCN=C(N)N)nn3)CC2)nc(N2CCN(C(=O)[C@H](C)n3cc(CCCN=C(N)N)nn3)CC2)n1	7.7%	3.3	1.4%	-21.5%	-2.7%	0.1	-10.5%	-7.6%	-1.8
O=C(CNC(=O)N1CC(=O)Nc2ccccc21)Nc1ccc(Cl)cc1	-9.1%	-4.1	-3.4%	7.1%	1.3%	1.2	0.7%	-5.8%	-3.6
CCNc1nc2[nH]c(=O)c3c(c2s1)OC(N)=C(C#N)C3c1ccc(C)cc1 (stereo not drawn)	-3.6%	19.7	-9.5%	-27.2%	-7.3%	4.4	0.0%	-1.3%	-1.6
CC(=O)Nc1ccc(S(=O)(=O)NCC(=O)OCC(=O)NNC(=O)c2ccccc2)cc1	6.0%	0.0	0.0%	5.0%	0.5%	0.0	-0.8%	1.5%	5.5
Cc1cc(=O)c2cc(C(=O)Nc3cccc(C)c3C)ccc2[nH]1	-0.3%	-12.8	-6.8%	2.4%	0.6%	1.1	-6.7%	-3.3%	/
CCOc1ccc(C(=O)Nc2nc(-c3ccc(Br)cc3)ns2)cc1	-5.3%	-6.1	-7.6%	-1.5%	-7.3%	/	-5.1%	-0.7%	/
Cc1ccc(NC(=O)CCN2C(=O)NC3(CCCC3)C2=O)cc1S(=O)(=O)N1CCOCC1	3.0%	-8.2	0.8%	10.1%	-7.3%	-0.3	-1.6%	-4.6%	-1.6
CCC1(c2ccc(F)cc2)NC(=O)N(CC(=O)NC2CCCCCC2)C1=O (stereo not drawn)	/	-4.1	-0.2%	-14.4%	-4.6%	/	i	-4.3%	/
O=C(Nc1ccccc1F)c1ccccc1C(=O)Nc1ccccc1F	5.6%	-6.4	0.4%	14.2%	-17.8%	/	40.2%[activator]	-1.5%	/

Screening data deposited in PubChem BioAssay by National Center for Advancing Translational Sciences (NCATS).
